From PubChem BioAssay
Nrf2 activator = Nrf2 pathway activation | AREc32 ARE-luciferase reporter (MCF7-derived line), luminescence, 24 h | Potency, µM (top dose mostly 46.1 µM), without a hit: at the top dose activation, actives largely listed as activators | 410,000 tested, 0.31% active; note: potency is the fitted concentration of half-maximal effect; % of control where 0% means no effect; nearly all actives have a fitted effect of over 65% in size
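Quantitative high-throughput format: AREc32 reporter cells, 1000 per well, received compound by pin transfer and were incubated 24 hr at 37 deg C, 5% CO2, before Steady-Glo luminescence detection.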
Akt phos inh = blocks phosphorylation of Akt; Neuro2A IGF-stimulated pAkt S473 HTRF, 20 min; hits give low values; activity change, % for hits at 50 µM; 360,000 tested, 0.32% active; AID 651550; in the data active = activity change below about -80%; inconclusive = mostly about -51% to -80%; note: % is set by controls: 0 for no effect and ±100 for the full control effect
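Single-point screen (50 µM final compound) in Neuro2A cells stimulated 20 min with 6 nM IGF at 37 deg C. After lysis, Ser473-phosphorylated Akt read by HTRF (ex 330 nm, em 615/665 nm) as the 665/615 ratio.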
Mm-Cpn inhibitor = blocks the Methanococcus maripaludis chaperonin Mm-Cpn | 330,000 tested, 0.031% active | Potency, µM (titrated, usually from 76.9 µM), for inactives: at the top dose activity, negative = inhibition, most hits filed as inhibitors | purified Mm-Cpn ATPase, ADP Transcreener TR-FRET; note: potency is the fitted concentration of half-maximal effect; % is set by controls: 0 for no effect and ±100 for the full control effect; nearly all actives have a fitted effect of over 80% in size
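Purified archaeal chaperonin (25 nM final) was preincubated with compound for 10 min at 37°C, then ATP (10 uM final) was added for 30 min at 37°C in Tris pH 7.4/KCl/MgCl2/DTT buffer. ADP was quantified by HTRF Transcreener TR-FRET.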
A549 tox = A549 cytotoxicity, counter-screen for Nrf2 inhibitors | AID 504648 | A549 ARE-Fluc cells, CellTiter-Fluor viability, 18-24 h | 390,000 tested, 0.16% active | Potency, µM (titrated, usually from 46 µM), without a hit: at the highest dose activity change, negative = cytotoxicity, usual class: inhibitors; note: potency is the fitted concentration of half-maximal effect; % is set by controls: 0 for no effect and ±100 for the full control effect
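A549 ARE_Fluc cells in 5% FBS OPTI-MEM were exposed to compounds in concentration-response for 18-24 h at 37 deg C. Viability was read by CellTiter-Fluor fluorescence (Ex 405/Em 525) after 30 min, before the luciferase read.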
TGFb inhibitor = inhibitors of TGF-b signaling | HepG2 CAGA-GFP TGF-b/SMAD3 reporter, GFP fluorescence, 18 h; TGF-beta stimulated, 500 pg/mL final | Potency, µM (series often up to 46.1 µM), for the others: top-dose activity, negative = inhibition, actives largely listed as inhibitors | 410,000 tested, 1.2% active | AID 588855; note: potency is the fitted concentration of half-maximal effect; % is set by controls: 0 for no effect and ±100 for the full control effect; nearly all actives have a fitted effect of over 65% in size
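Cell-based qHTS in HEPG2 carrying a CAGA-GFP Smad reporter; compounds added before 500 pg/mL final TGF-beta, 18 h incubation at 37 degrees C, GFP fluorescence quantified per cell by imaging cytometry.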
HepG2 viability = kills HepG2 cells in TGF-b inhibitor counter-screen | Potency, µM (doses to about 46.1 µM), for inactives: at the top dose activity change, negative = cytotoxicity, actives largely listed as cytotoxic | HepG2 CAGA-GFP viability, ATP luminescence, 18 h | 410,000 tested, 0.76% active; note: potency is the fitted concentration of half-maximal effect; some results filed as inactive show a strong effect at the top dose
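HepG2 CAGA-GFP cells (1000/well, DMEM with 1% FBS) received compound, then TGF-beta at 500 pg/mL final, and were incubated 18 hours at 37 degrees C. Viability was read by CellTiter-Glo luminescence. Media-only wells were set as complete cell-killing and DMSO as no toxicity.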
S2 tox = reduces viability in counter-screen for ATXN expression inhibitors; Potency, µM (doses to about 56.7 µM), hits mostly cytotoxic; 400,000 tested, 0.49% active; AID 651635; S2 cells (HEK-293 line with an ATXN2-luciferase reporter) viability, CellTiter-Fluor protease fluorescence, 24 h; note: potency is the fitted concentration of half-maximal effect; nearly all actives have a fitted effect of over 40% in size
Nrf2 block = Nrf2 pathway inhibition; A549 ARE-Fluc reporter, luciferase luminescence, 18-24 h; Potency, µM (top dose mostly 46 µM), without a hit: at the highest dose activity change, negative = inhibition, actives largely listed as inhibitors; 360,000 tested, 2.1% active; note: potency is the fitted concentration of half-maximal effect; % is set by controls: 0 for no effect and ±100 for the full control effect; nearly all actives have a fitted effect of over 60% in size
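Cells were seeded and rested 2 h, then exposed to compounds for 18-24 h. CellTiter-Fluor was read first as a viability measure. BugLite was added 15 min before the final luminescent read of ARE-luciferase activity in A549 cells.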
CCT modulator = cytosolic chaperonin activity modulation. purified chaperonin ATPase assay, HTRF ADP detection, 30 min. activity change, % (concentration not given with the values), hits read low. 360,000 tested, 0.3% active; in the data active = activity change below about -30%; note: % is set by controls: 0 for no effect and ±100 for the full control effect
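Enzyme 40 or 20 nM (batch-dependent) in Tris pH 7.4/KCl/MgCl2/DTT; cpd 76 uM single point; ATP 10 uM; 30 min 37 °C; Transcreener ADP HTRF detection, 30 min RT; ratio 665/615.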
Active calls of the source: *; i = inactive; u = inconclusive; x = not tested or not shown; & = joins results of further samples; [ ] = another dose, or the depositor's remark. Unless noted, calls come from the whole dose curve; as a rule, active = well fitted curve in the direction sought with a large enough effect; inconclusive = small, poorly fitted or top-dose-only effect, or another doubt; inactive = no such curve, though single readings can be large; an effect the other way counts as inactive or inconclusive.

Values in the order – Nrf2 activator | Akt phos inh | Mm-Cpn inhibitor | A549 tox | TGFb inhibitor | HepG2 viability | S2 tox | Nrf2 block | CCT modulator
- COc1ccc(Br)cc1CNC(=O)c1cnc2sc(N3CCCC3)nn2c1=O
    -0.7% | x | x | -4.1% | u | 5.5% | x | -2.7% | x
- Cc1ccc(C)c(NC(=O)CN(C)S(=O)(=O)c2cccc3cccnc23)c1
    -0.6%&1.0% | i | -2.2% | -0.9%&-2.8% | -6.1%&-2.3% | 7.2%&-0.9% | i | -9.1%&3.5% | -1.2
- O=C(NCCNc1nccc(C(F)(F)F)n1)c1cccc(C(F)(F)F)c1
    0.5% | i | -2.9% | -3.6% | -7.1% | 9.3% | i | u | -4.3
- COc1ccccc1OCCn1cc(/C=C(\C#N)C(=O)NCc2ccco2)c2ccccc21
    0.4% | i | -0.5% | -2.4% | u | -34.5% | i | -40.8% | -4.3
- COc1ccc(OC)c(C(=O)c2coc3ccc(OC)cc23)c1
    -0.2% | i | -0.4% | 11.9% | 10.7% | -3.8% | i | 1.2% | 0.1
- CC(C)(C)OC(=O)NC(Cc1ccccc1)C(=O)O (stereo unspecified)
    -0.5% | i | -3.5% | 1.8% | -0.8% | -20.8% | i | 2.2% | 0.7
- c1ccc(COc2cccc(-c3cc4nc(NCc5cccs5)ccn4n3)c2)cc1
    4.1% | i | x | x | u | -26.3% | i | x | 2.3
- CC(C)C(=O)Nc1nnc2n1CCS2
    -0.2% | x | x | -2.2% | 16.9% | 3.0% | i | x | x
- O=C(CNc1cccc2ccccc12)N/N=C/c1ccc([N+](=O)[O-])o1
    10.1% | i | 0.7% | u | 6.31µM* | 7.94µM* | u | 16.4µM* | 1.4
- CCOC(=O)c1cc(-c2ccc3c(c2)OCCO3)n[nH]1
    -0.2% | i | 2.0% | -2.7% | -10.1% | -10.7% | i | u | 2.1
- CCOc1ccc2c(c1)c(=O)c(S(=O)(=O)c1ccccc1)cn2CC(=O)Nc1ccccc1OC
    0.1% | x | x | -0.8% | -10.7% | 3.1% | u | -8.0% | x
- COc1cccc(Oc2cn[nH]c2-c2ccc(OCC(=O)NN)cc2O)c1
    5.7% | i | -0.7% | 13.2% | u | -66.6% | i | 7.3% | -1.4
- O=C(COc1ccccc1)Nc1ccc(-c2nnc(-c3ccco3)o2)cc1
    6.2% | i | 1.3% | -3.3% | -16.0% | -4.8% | i | x | -2.9
- CN1C(C(=O)Nc2cccc(O)c2)=CC(c2cccs2)=NS1(=O)=O
    26.2%&16.9% | i | 0.7% | -12.5%&4.6% | u | -5.0%&-31.6% | u | u | 1.1
- CCOC(=O)c1c(C)n(C)c2ccc(O)c(S(=O)(=O)c3ccccc3)c12
    -0.7% | x | -2.9% | -5.8% | -11.6% | 11.4% | i | x | -3.3
- Cc1cccc(-n2c(SCC(=O)c3ccccc3)nnc2-c2ccc(Br)cc2)c1
    0.4% | x | x | u | 6.2% | 5.3% | x | x | x
- NNC(=O)c1ccc(Cn2cccn2)o1
    7.5% | i | 1.1% | 1.3% | 0.0% | -56.3% | i | 29.1% | 1.6
- CCCN1C2CCCC1CC(NC(=O)NC1CCCCC1)C2 (stereo unspecified)
    0.9% | i | -0.3% | 13.7% | 5.3% | 0.2% | i | u | 1.7
- CC1=CC2=NC(=O)CC(C)(C(=O)N(CC(=O)NC(C)(C)C)Cc3cccs3)N2C=C1 (stereo unspecified)
    0.1% | i | -2.5% | -3.7% | -6.7% | -0.4% | i | 14.6% | -2.3
- Cc1ccc(NC(=O)CSc2nc3ccccc3nc2N2CCOCC2)c(C)c1
    0.4% | i | -4.7% | 1.0% | -9.3% | -10.0% | i | -10.2% | -0.1
- CCOC(=O)COc1cccc2c(=O)n(CC(N)=O)ccc12
    -0.4% | i | -6.0% | -0.2% | -9.3% | -5.1% | i | 8.7% | -1.7
- Cc1ccc(C(=O)NCc2ccco2)cc1Br
    u | i | -0.2% | 11.5% | -5.1% | 11.6% | i | x | 1.7
- CCC(=O)N1CCc2cc(S(=O)(=O)NC(CC(C)C)C(=O)N3CCc4ccccc43)ccc21 (stereo unspecified)
    -0.2% | i | -0.5% | 2.2% | 3.9% | -3.2% | i | 9.4% | -0.3
- CN(C)C(=O)CCc1ccc2c3c([nH]c2c1)[C@]1(C)[C@@H](C(=O)N2CCCCC2)C[C@H](CC(=O)NCc2ccco2)C(=O)N1CC3
    -0.4% | i | -8.0% | 2.4% | u | 3.5% | i | -5.5% | 0.5
- O=C1CCN(S(=O)(=O)c2ccccc2)N1
    -0.9% | i | -0.3% | 4.8% | 2.9% | -2.6% | i | 6.3% | 2.1
- CC1CC=CC2C1C(=O)N(Cc1ccccc1)C2c1ccc(F)c(-c2ccc(N(C)C)cc2)c1 (stereo unspecified)
    x | x | x | 5.7% | -5.1% | -3.1% | x | -14.8% | x
- c1ccc(-c2nc(CSc3nnnn3-c3ccccc3)cs2)cc1
    2.2% | i | -6.4% | 6.4% | -16.1% | -18.8% | i | -14.9% | -1.4
- CC(Nc1nc(-c2ccc(F)cc2)cs1)c1nc2cc(Cl)c(Cl)cc2n1CCOCCO (stereo unspecified)
    3.8% | i | x | -24.6% | u | -61.2% | u | u | -0.8
- CC1CC(=O)N(CC(=O)Nc2ccc(Br)cc2)c2ccccc2S1(=O)=O (stereo unspecified)
    0.3% | i | -3.8% | 1.9% | -6.5% | -13.4% | u | -9.3% | 16.0
- COc1cc(-c2noc(-c3ccc(NCc4ccco4)c([N+](=O)[O-])c3)n2)cc(OC)c1OC
    5.0% | x | x | 3.8% | u | -0.4% | i | u | x
- Cc1ccc(C2CCN(C(=S)NC(C)(C)C)C2)cc1 (stereo unspecified)
    2.9% | i | -0.1% | 10.1% | -7.1% | -11.6% | i | -14.1% | -0.1
- O=C(CCC(=O)N/N=C/c1ccco1)N/N=C/c1ccco1
    0.4% | i | -2.9% | -0.6% | -0.1% | 13.5% | i | 7.1% | -6.1
- COc1cc(NC(=O)C2CC(c3ccc(Cl)cc3)=NO2)cc(OC)c1OC (stereo unspecified)
    0.9% | i | 1.8% | 1.8% | -0.8% | -5.7% | u | -14.1% | -1.4
- Cc1ccccc1OCCCCn1c(-c2ccc(Cl)cc2)nc2ccccc2c1=O
    6.3% | x | x | 1.1% | 23.3% | -9.6% | i | 6.5% | x
- Cc1cc(C(C)(C)C)oc1C(=O)N(CC(=O)NC1CCCC1)Cc1ccc(F)cc1
    -0.2% | i | 1.7% | -2.8% | -4.3% | 0.9% | i | 4.8% | -4.7
- COc1ccc(CN=C(C#N)C2=C(O)c3ccccc3C2=O)cc1
    7.2% | i | 1.6% | -5.9% | -8.6% | 1.0% | i | 11.9% | -4.0
- Cc1c(C(=O)NCc2nnc(-c3ccccc3)o2)oc2c(F)cccc12
    0.4% | i | 1.3% | 2.9% | u | -3.7% | i | -17.3% | -2.9
- Clc1ccc(-n2c(SC/C=C/c3ccccc3)nnc2-c2cccnc2)cc1
    0.2% | i | -1.5% | u | u | -28.0% | i | x | -1.5
- Cc1ccc(-c2c(C)sc(NC(=O)C3C4CCC(O4)C3C(=O)O)c2C(=O)OC(C)C)cc1 (stereo unspecified)
    -0.1% | i | 0.6% | -1.4% | -15.5% | 1.1% | i | x | 0.1
- CCN(C(=O)COC(=O)c1cccc(S(=O)(=O)N2CCOCC2)c1)C1CCS(=O)(=O)C1 (stereo unspecified)
    -0.3% | i | 0.0% | -12.0% | -8.3% | -8.2% | i | 0.2% | -1.5
- CCCCCCC=C1CCC(CN2CCCC2)C1=O (stereo unspecified)
    u | i | x | x | u | -52.9% | i | x | -0.8
- COc1ccc(S(=O)(=O)NCCc2csc3nc(-c4ccc(Cl)cc4)nn23)cc1C
    u | x | x | -10.6% | -28.3% | -39.2% | x | x | x
- CC(=O)N1c2c(cc(Br)cc2S(=O)(=O)NCc2ccc(C)cc2)CC1C (stereo unspecified)
    0.2% | i | -1.1% | 0.8% | -4.4% | 3.6% | x | -4.1% | 1.2
- CN1C/C(=C/c2ccccc2[N+](=O)[O-])C(=O)/C(=C\c2ccccc2[N+](=O)[O-])C1
    28.0% | i | x | u | 3.16µM* | -31.7% | x | 26.8% | 0.1
- COc1ccccc1NC(=O)C(C)OC(=O)/C=C/c1ccc2ccccc2n1 (stereo unspecified)
    17.8µM* | i | -2.7% | 2.5% | -20.3% | -120.7% | i | 2.5% | 3.3
- c1cncc(-c2ccc3ncnc(NCc4ccc5c(c4)OCO5)c3c2)c1
    -1.4% | x | -1.1%&-0.1% | -3.7% | 2.4% | -18.9% | i | -7.2% | x
- Cc1ccc(NNC(=O)C2CCC2)cc1C
    -0.3% | i | -1.3% | -5.3% | -6.3% | -1.3% | i | -20.3% | 0.6
- CCN(CC)C(=O)Oc1ccc(Br)c2ccccc12
    2.0%[9.22 µM] | i | -11.5% | -0.7% | -3.3% | -3.5% | i | 8.3% | 0.3
- CC(C)(CN1CCN(Cc2ccccc2)CC1)NS(=O)(=O)c1ccc(Cl)cc1
    4.9% | i | -0.9% | 3.2% | u | -48.0% | i | 28.1% | 2.7
- COc1ccc(CNC(=O)C2CCC(CNS(=O)(=O)c3cccs3)CC2)cc1 (stereo unspecified)
    0.3%&2.9% | i | -3.3% | -1.6%&0.6% | 6.7%&-10.1% | 2.5%&-25.3% | i | -23.9%&-4.0% | 2.1
